PI4K2A inh – PI4K2A (human) kinase inhibition; AID 1346378; activity change, negative = inhibition, % at 76.9 µM; 420,000 compounds, 0.13% hits; purified PI4K2A, ADP-Glo luminescence, 1 h; stronger effect = lower value; Q9BTU6; in the data active = activity change below about -50%;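 also: -100% = wells without enzyme as full effect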
Target sequence (Q9BTU6 whole entry, looked up): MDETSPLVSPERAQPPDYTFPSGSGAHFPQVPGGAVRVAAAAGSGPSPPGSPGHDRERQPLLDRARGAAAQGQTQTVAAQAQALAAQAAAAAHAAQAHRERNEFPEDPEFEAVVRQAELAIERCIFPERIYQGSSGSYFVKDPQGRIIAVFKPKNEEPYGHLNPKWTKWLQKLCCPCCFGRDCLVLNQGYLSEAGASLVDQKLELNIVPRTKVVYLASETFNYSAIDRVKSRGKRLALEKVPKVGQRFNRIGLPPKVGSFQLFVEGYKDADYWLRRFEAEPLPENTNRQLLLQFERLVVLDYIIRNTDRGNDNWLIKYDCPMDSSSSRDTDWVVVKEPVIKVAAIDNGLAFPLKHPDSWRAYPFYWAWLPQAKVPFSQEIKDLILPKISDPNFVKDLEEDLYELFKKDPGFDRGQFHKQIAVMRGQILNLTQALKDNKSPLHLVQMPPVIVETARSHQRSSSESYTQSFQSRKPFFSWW
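Compounds are screened against recombinant PI4K2A using PI as substrate and ATP, the latter dispensed at 300 microM. Reactions run one hour at ambient temperature before ADP-Glo detection; full inhibition defined by wells lacking enzyme.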
* = called active by the depositor. Not all compounds are listed; rates above refer to the full screens.

compound,PI4K2A inh
COC(=O)C1=CN(c2ccc(F)cc2)C(N)=C(C#N)C1c1cccc(OC)c1OC (centres undefined),6.3
COc1ccc(NC(=O)C(c2ccncc2)n2c(=O)c(-c3ccco3)nc3ccccc32)cc1 (centres undefined),1.5
Cc1ccc(-n2c(SCc3cccc(F)c3)nnc2-c2cccc(C)c2)cc1,5.7
Clc1cccc(CNC2CCC23CCCCC3)c1 (centres undefined),-3.0
Cc1ccc(-n2c(SCC(=O)Nc3cccc4ccccc34)nnc2-c2ccccn2)cc1,-5.8
CC(C)c1cc(C(C)C)c(S(=O)(=O)N2CCCC(C(=O)N3CCN(Cc4ccccc4)CC3)C2)c(C(C)C)c1 (centres undefined),1.8
Cc1cc(NS(=O)(=O)c2ccc(NC(=O)CSc3nnc(SCc4ccc(Cl)cc4)s3)cc2)nc(C)n1,-2.3
C=CCNC(=O)CN(C(=O)Cc1ccc(Cl)cc1)c1cccc(Br)c1,-3.2
CCn1c(=O)[nH]n(C/C(C)=C\c2c[n+](Cc3ccc4c(c3)OCO4)c(N)[nH]2)c1=O,-1.8
Cc1occc1-c1nnc(SCC(=O)Nc2ccc3ncccc3c2)n1-c1ccccc1,-4.4
COc1ccccc1C(=O)N1CCCC(c2nc(-c3cccs3)no2)C1 (centres undefined),-2.0
Cc1ccc(C)c(NC(=O)c2ccc(CS(=O)(=O)Cc3ccccc3C)o2)c1,-4.5
N#CCC[C@@H]1CC[C@]2(CCCN(C(=O)c3cccnc3)C2)O1,0.2
O=C(Nc1ccc(F)cc1)N[C@H]1CC[C@H](CCNS(=O)(=O)c2cccc(Cl)c2)O[C@@H]1CO,-0.6
COc1ccc(NC(=O)C2C(c3ccc4c(c3)OCO4)=Nc3ccccc3N2C(=O)c2cccc(C(F)(F)F)c2)cc1 (centres undefined),2.0
COC(=O)C[C@H]1C=C[C@H](NC(=O)c2cccc(F)c2)[C@@H](CO)O1,-2.4
C(#CC1=CCCCC1)CNCc1ccccc1,-10.0
CN1[C@H](Cc2ccccc2)COc2cccc(N3CCSCC3)c2S1(=O)=O,-0.8
CCc1c(C2CC2)ncn1Cc1cccc(-c2ccccc2)c1,-4.6
Nn1c(SCC(=O)Nc2cc(C(F)(F)F)ccc2Cl)nnc1-c1n[nH]c2c1CCC2,-1.1
C=CCN1C(=O)[C@H](CC(=O)NCc2ccc(OC)c(OC)c2)[C@@]2(C(=O)OCC)CCCC=C12,-0.5
CCc1ccc(CCNC(=O)OC2CC3CC2[C@H]2CCCCN2[C@H]3Cc2ccccc2)cc1 (some centres undefined),-0.6
CC(C)(C)OC(=O)Nc1ccccc1-n1nnnc1C(C(=O)c1ccc(F)cc1)N1CCOCC1 (centres undefined),0.0
COC(=O)Cc1ccccc1NS(=O)(=O)c1ccc(C)cc1,-1.3
CC(C)c1cc(C(C)C)c(S(=O)(=O)NCC(=O)N2CCN(c3ncccn3)CC2)c(C(C)C)c1,-6.6
CC(C)(C)c1ccc(S(=O)(=O)N2CCCC(C(=O)NCCN3CCC(Cc4ccccc4)CC3)C2)cc1 (centres undefined),0.7
Cc1cccc(C)c1NC(=O)C(c1ccc(-c2ccccc2)cc1)n1c(=O)c(-c2cc3ccccc3[nH]2)nc2ccccc21 (centres undefined),2.3
CCOC(=O)[C@@]12CN(C(=O)OC(C)(C)C)CC=C1N(Cc1ccc(OC)cc1)C(=O)[C@H]2CC(=O)N1CCN(C(=O)C2CC2)CC1,-1.1
COC(=O)CC1CCc2cc(C)cc(C(CC(C)C)NC(=O)[C@H](CC(C)C)NC(=O)OCc3ccccc3)c2O1 (some centres undefined),3.3
CCC(=O)NCC[C@@H]1CCc2ccc3c(c21)CCO3,-5.6

Continued, overlapping the part above by 4 compounds.
compound,PI4K2A inh
Cc1cccc(C)c1NC(=O)C(c1ccc(-c2ccccc2)cc1)n1c(=O)c(-c2cc3ccccc3[nH]2)nc2ccccc21 (centres undefined),2.3
CCOC(=O)[C@@]12CN(C(=O)OC(C)(C)C)CC=C1N(Cc1ccc(OC)cc1)C(=O)[C@H]2CC(=O)N1CCN(C(=O)C2CC2)CC1,-1.1
COC(=O)CC1CCc2cc(C)cc(C(CC(C)C)NC(=O)[C@H](CC(C)C)NC(=O)OCc3ccccc3)c2O1 (some centres undefined),3.3
CCC(=O)NCC[C@@H]1CCc2ccc3c(c21)CCO3,-5.6
CC(C)NC(=O)C1(C)CSCC(=O)N1CCOc1ccccc1 (centres undefined),6.9
COC(=O)[C@H](NC(=O)c1cc(-c2ccccc2)sc1N)C(C)C,-3.4
O=C(NCCc1ccccc1)OCc1cn(-c2cccc(F)c2F)nn1,1.6
COC(=O)C[C@@H]1CC[C@@H](NS(=O)(=O)c2ccc(OC)cc2)[C@@H](CO)O1,-0.8
CCOC(=O)[C@@]12CCCC=C1N(CCc1ccc(Cl)cc1)C(=O)[C@H]2CC(=O)NCc1ccccc1,1.9
O=C(NC1CCCC1)c1nc(-c2ccco2)oc1-c1ccccc1,-2.5
COC(=O)C[C@H]1CC[C@@H](NC(=O)C2CC2)[C@@H](CO)O1,1.8
CCOC(=O)[C@]12CCCC=C1N(CCCOC)C(=O)[C@@H]2CC(=O)N1CCC(c2ccccc2)CC1,0.6
C#CCNC(=O)C[C@H]1C[C@@]2(C(=O)OC)C(=C[C@H](C(C)C)O[C@@H]2C2CC2)N(Cc2ccc3c(c2)OCO3)C1=O,0.8
CCc1ccc(C2CC3C(CN2S(=O)(=O)c2ccc(C)cc2)C(=O)CC(c2ccc(CC)cc2)N3S(=O)(=O)c2ccc(C)cc2)cc1 (centres undefined),4.9
COc1ccc(N2C(=O)c3ccccc3NC(=O)C2C(=O)NCC(C)C)cc1 (centres undefined),-2.8
CO[C@@H]1CN(C)C(=O)c2ccc(NC(=O)C3CCCC3)cc2OC[C@@H](C)N(Cc2ccc(F)cc2)C[C@H]1C,3.1
Cc1ccc2c(c1)N(CCCC(=O)N(C)Cc1ccccc1Cl)C(=O)CO2,-4.1
CCCCCC(=O)NC1CCCCN(Cc2cccc(Cl)c2)C1=O (centres undefined),-0.2
CC(=O)c1cc(-c2cnn(Cc3ccccc3)c2)c(=O)n2c1CCC2,-13.5
O=S(=O)(CC1NCCc2ccccc21)NCCc1ccccc1 (centres undefined),2.7
Cc1ccc(CN2CCCCC(NC(=O)Nc3ccccc3-c3ccccc3)C2=O)cc1 (centres undefined),-5.8
CC(C)(C)OC(=O)NCCc1ccccc1/C=C/S(=O)(=O)NCc1ccc(F)cc1,-5.8
O=C(C1CCN(c2ncnc3c2sc2cccc(F)c23)CC1)N1CCN(Cc2ccccc2)CC1,-0.1
COc1ccc(OC)c(S(=O)(=O)N2CCCC(c3noc(-c4ccc(C)cc4)n3)C2)c1 (centres undefined),6.1
O=C(C1CC1)n1ccc2ccc(-c3ccc4ccn(Cc5ccccc5)c4c3)cc21,7.0
Cc1cccc(C)c1NC(=O)C1(C)CSCC(=O)N1CC(C)C (centres undefined),4.1
C=CCNC(=O)CN(C(=O)c1csc2ccc(Cl)cc12)c1cccc(Br)c1,-3.7
COCCN1C(=O)C2=C(C1=O)C1N(C)c3ccccc3[C@@]13C[C@@H](CO)N(C(C)=O)C3=N2 (some centres undefined),1.3
Cc1ccc(-n2c(SCC(=O)Nc3ccc(S(=O)(=O)Nc4nccs4)cc3)nnc2-c2ccccn2)cc1,0.5
O=C(NCCCc1ccccc1)[C@H](Cc1c[nH]c2ccccc12)NC1(C(=O)NCCc2c[nH]c3ccccc23)CCOCC1,-2.4
COC[C@@H]1CCCN1c1cccc2c1S(=O)(=O)N1CC[C@@H](C1)O2,-1.8
CCOc1ccc(CCNC(=O)c2cc3sccc3n2Cc2cccc(C)c2)cc1OCC,-4.9
COC(=O)C1CCCN(C(=O)C(Cc2ccc3c(c2)OCO3)NC(C)=O)C1 (centres undefined),-5.5
COc1cc(/C=N/n2c(-c3cc(-c4ccccc4)n[nH]3)n[nH]c2=S)ccc1OCc1ccccc1,-7.2

Shown with values ahead of the structure: entries from further up.
PI4K2A inh	SMILES
-4.1	Cc1ccc2c(c1)N(CCCC(=O)N(C)Cc1ccccc1Cl)C(=O)CO2
-0.2	CCCCCC(=O)NC1CCCCN(Cc2cccc(Cl)c2)C1=O (centres undefined)

Following part:
compound,PI4K2A inh
COC(=O)[C@@]12CCCCC=C1N(CCc1ccc(Cl)cc1)C(=O)[C@H]2CC(=O)NCC12CC3CC(CC(C3)C1)C2,3.6
CCC(O)(c1ccc(NC(=O)OC(C)(C)C)cc1)c1cc(OC)cc(OC)c1 (centres undefined),2.0
O=C(NCC[C@H]1CC[C@@H](NC(=O)C2CCOCC2)[C@@H](CO)O1)Nc1ccc(Cl)cc1,-9.0
CCCCn1cnc2c(=O)[nH]ccc21,-7.0
O=C(C(=O)N1CCN(c2ccccc2)CC1)c1ccco1,-2.8
CCc1noc(C)c1C(=O)N1CCN(CC(=O)OC)CC1,-1.7
COc1ccc(CC(=O)Nc2ccc(C)cc2S(=O)(=O)N2CCOCC2)cc1OC,-5.2
COc1cccc(C2c3c(ncn(-c4ccccc4)c3=N)Oc3ccc4ccccc4c32)c1OC (centres undefined),0.5
COC(=O)C1CN(CC(C)C)CCS(=O)(=O)N1Cc1ccc(C(F)(F)F)cc1 (centres undefined),-4.8
COc1ccc(-n2c(SCc3ccc([N+](=O)[O-])cc3)nnc2-c2ccco2)cc1,3.0
Cc1ccc(S(=O)(=O)N2[C@H](CC(=O)c3ccc(F)cc3)OC[C@@H]2C(C)C)cc1,-4.1
c1ccc(-c2c[nH]c3ccc(OCc4ccc5ccccc5n4)c(-c4ccccc4)c23)cc1,-3.6
COC(=O)[C@]12CCCCC=C1N(Cc1ccc(OC)cc1)C(=O)[C@@H]2CC(=O)NCCC(C)C,-0.2
CSCCC(c1nc2ccccc2[nH]1)n1c(/C=C/c2ccc(F)c(F)c2)nc2ccccc21 (centres undefined),-1.7
Cn1c(=O)c(=O)n(C)c2cc(S(=O)(=O)N3CCN(c4ccccc4Cl)CC3)ccc21,-1.9
C=C(C)Cn1c(SCC(=O)N/N=C(\C)c2ccc([N+](=O)[O-])cc2)nnc1-c1ccc(Br)cc1,-2.5
COCCCN1C(=O)[C@H](CC(=O)N2CCSCC2)[C@]2(C(=O)OC)CCCCC=C12,3.9
CCCCCNC(=O)C(c1cc2ccccc2o1)n1c(=O)c(-c2cc3ccccc3[nH]2)nc2ccccc21 (centres undefined),1.6
CCC[C@H]1[C@@H](OC(=O)NCc2ccc(C(F)(F)F)cc2)CC[C@@]23CCCN2C(=O)CCC[C@@H]13,-5.7
CCOC(=O)c1cccc(NC(=O)CN(C)S(=O)(=O)c2cc3ccccc3s2)c1,0.8
CN1C(=O)C[C@@](C#N)(C(=O)Nc2nc3ccc(F)cc3s2)[C@H]1c1ccccc1,4.5
CCNC(=O)[C@@H]1CCCN1C(=O)[C@H](CCCN=C(N)N)NC(=O)[C@H](CC(C)C)NC(=O)CNC(=O)[C@H](Cc1ccc(O)cc1)NC(=O)[C@H](CO)NC(=O)[C@H](Cc1c[nH]c2ccccc12)NC(=O)[C@H](Cc1cnc[nH]1)NC(=O)[C@@H]1CCC(=O)N1,-3.2
O=C(CC1CC1)N[C@@H]1CC[C@@H](CCNS(=O)(=O)c2ccc(F)cc2)O[C@@H]1CO,-5.0
COC(=O)[C@]12C[C@H](CC(=O)N3CCN(C(=O)C4CC4)CC3)C(=O)N(Cc3ccc(Cl)cc3Cl)C1=C[C@H](C(C)(C)C)O[C@@H]2C,-0.2
COCCN1C(=O)CSCC1(C)C(=O)NC(C)C (centres undefined),5.6
CCOc1ccc(-n2c(SCC(=O)Nc3ccc(S(=O)(=O)Nc4nccs4)cc3)nnc2-c2ccncc2)cc1,-1.6
O=C(NCc1ccccc1)C(c1cccc2ccccc12)n1c(=O)c(-c2cc3ccccc3[nH]2)nc2ccccc21 (centres undefined),0.0
O=C1CSc2ccc(C(=O)N3CCCC(C(=O)N4CCCN(Cc5ccccc5)CC4)C3)cc2N1 (centres undefined),-0.5
CCOC(=O)[C@]12CCCC=C1N(Cc1ccc(OC)cc1)C(=O)[C@@H]2CC(=O)NCCc1ccccc1OC,1.1
CCCCCCNC(=O)C1CSCCS(=O)(=O)N1Cc1ccc(OC)cc1 (centres undefined),5.2
COc1ccc(CCNC(=O)c2cc([C@@H](NC(=O)OC(C)(C)C)C(C)C)sc2N)cc1OC,-0.2
CC(C)CN1C(=O)[C@@]2(CC(=O)N(C)C2c2ccccc2)c2cc(-n3cc(CCCC#N)nn3)ccc21 (some centres undefined),-3.4
O=C(Nc1cccc(F)c1)OCCN1CCCC12CCC(c1ccccc1)CC2 (centres undefined),3.0
COCC(=O)N[C@@H]1C[C@@H]2O[C@@H](CO)CC[C@@H]2O[C@@H]1CCc1ccc(-c2ccccc2)cc1,-5.2
CCOC(=O)[C@]12CCCC3=C1N(CCC3)C(=O)[C@@H](CC(=O)N1CCN(C(=O)c3ccco3)CC1)C2,-0.3
COc1ccc(S[C@]2(C(=O)N3CCOCC3)CC(=O)N(c3ccsc3)[C@@H]2c2ccc(OC)cc2)cc1,4.0
CC(C)C[C@H](NC(=O)CNC(=O)[C@H](Cc1ccc(O)cc1)NC(=O)[C@H](CO)NC(=O)[C@H](Cc1c[nH]c2ccccc12)NC(=O)[C@H](Cc1cnc[nH]1)NC(=O)[C@@H]1CCC(=O)N1)C(=O)N[C@@H](CCCN=C(N)N)C(=O)N1CCC[C@H]1C(=O)NCC(N)=O (stereo in doubt),-2.3
CCC(C)CN1C(=O)CSCC1(C)C(=O)Nc1c(C)cccc1C (centres undefined),-0.4
CCCCNC(=O)c1nc(C2CCN(S(=O)(=O)c3ccc(Cl)cc3)CC2)oc1-c1ccccc1,-1.1
O=C(OCc1cn(Cc2ccccc2F)nn1)N1CCOCC1,-1.0
